Vif-A3G inh – Vif-A3G binding inhibition | Q9HC16 | HeLa A3G-eYFP + Vif (tagged APOBEC3G with the HIV-1 protein that degrades it), YFP fluorescence, overnight | Potency, µM (titrated, usually from 46.1 µM), without a hit: top-dose activity, negative = active, hits mostly inhibitors | actives 0.076% (n = 410,000) | AID 602310;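 also: potency is read from the fitted curve at half-maximal effect; % is scaled to controls: 0 for no effect and ±100 for the full control effect; nearly all actives have a fitted effect of over 60% in size; hits raise eYFP signal because A3G escapes Vif-driven loss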
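Read-out is eYFP fluorescence (Ex 488/Em 500-530) from Vif-expressing HeLa A3G-eYFP cells; more signal means A3G escaped Vif-mediated degradation. Cells plated overnight, compound pinned in, incubated overnight at 37 deg C.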
D2 potentiator – positively modulates the human D2 dopamine receptor allosterically. P14416. HEK293 T-REx D2, calcium flux, EC20 dopamine potentiation. potentiation, % at 10 µM. actives 0.34% (n = 340,000). AID 485347;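 active = potentiation over 3 SD above the plate norm, cut at about 30% in these data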; also: 0% is about no effect
Target sequence (P14416 whole entry, looked up): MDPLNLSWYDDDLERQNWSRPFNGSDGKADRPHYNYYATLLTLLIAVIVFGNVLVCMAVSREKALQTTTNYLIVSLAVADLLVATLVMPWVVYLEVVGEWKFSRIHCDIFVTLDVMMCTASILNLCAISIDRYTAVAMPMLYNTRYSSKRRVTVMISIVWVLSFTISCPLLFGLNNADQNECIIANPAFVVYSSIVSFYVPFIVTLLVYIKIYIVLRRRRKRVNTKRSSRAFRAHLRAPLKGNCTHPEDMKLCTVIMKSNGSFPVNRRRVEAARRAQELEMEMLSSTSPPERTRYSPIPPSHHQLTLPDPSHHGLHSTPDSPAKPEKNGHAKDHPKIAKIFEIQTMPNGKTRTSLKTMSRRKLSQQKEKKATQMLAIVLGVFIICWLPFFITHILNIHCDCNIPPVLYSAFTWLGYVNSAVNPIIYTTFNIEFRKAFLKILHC
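Calcium flux readout, no-wash dye, 1 read/s. Inducible HEK293 Trex D2 line, overnight 30 C. Compound alone 180 s (agonist flags), then EC20 dopamine, another 180 s to score potentiation.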
RXFP1 agonist – agonists of human relaxin receptor RXFP1; Q9HBX9; actives 0.3% (n = 370,000); Potency, µM (series often up to 57.5 µM), for inactives: at the top dose activation, most hits filed as activators; HEK293T-RXFP1 cAMP TR-FRET, 30 min; response scale: percent of porcine relaxin response, buffer zero; also: potency is read from the fitted curve at half-maximal effect; % is scaled to controls: 0 for no effect and ±100 for the full control effect; nearly all actives have a fitted effect of over 60% in size; many of its hits are not listed in these tables
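HEK293 cells stably expressing RXFP1, treated 30 min at 37C with compounds plus PDE4 inhibitor Ro 20174; cAMP measured by HTRF TR-FRET. Normalized to buffer and 29 nM porcine relaxin; EC50 by Hill fit.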
D1 agonist – agonists of human D1 dopamine receptor; HEK293 T-REx D1 cells, calcium flux, agonist mode; activation, % at 2 µM; actives 1% (n = 360,000); AID 504660; in the data active = activation above about 30%; also: 0% is about no effect
Target sequence (P21728 whole entry, looked up): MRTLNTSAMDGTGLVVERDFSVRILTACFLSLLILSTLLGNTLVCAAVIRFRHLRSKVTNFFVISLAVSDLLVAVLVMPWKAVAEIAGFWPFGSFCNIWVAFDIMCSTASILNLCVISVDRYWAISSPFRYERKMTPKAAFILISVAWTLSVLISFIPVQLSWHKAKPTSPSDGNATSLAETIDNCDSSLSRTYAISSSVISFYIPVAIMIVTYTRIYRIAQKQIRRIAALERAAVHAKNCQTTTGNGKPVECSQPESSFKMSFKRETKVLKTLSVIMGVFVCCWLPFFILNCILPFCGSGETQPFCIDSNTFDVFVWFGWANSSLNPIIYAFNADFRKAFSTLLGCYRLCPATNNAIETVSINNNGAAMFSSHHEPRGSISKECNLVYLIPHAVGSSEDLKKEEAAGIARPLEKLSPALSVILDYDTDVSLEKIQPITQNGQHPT
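Agonism was scored from calcium flux recorded over 180 s (1 read/s) after pintool compound addition, following a 10-cycle baseline. Cells were inducible force-coupled HEK293 TREx D1, plated overnight at 30 C and loaded with no-wash calcium dye.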
Vif-A3F inh – Vif-A3F binding inhibition; HeLa A3F-eYFP + Vif (tagged APOBEC3F with the HIV-1 protein that degrades it), YFP fluorescence increase; Potency, µM (top dose mostly 46.1 µM), without a hit: top-dose activity, negative = active; actives 0.2% (n = 390,000); also: potency is read from the fitted curve at half-maximal effect; % of control where 0% means no effect; nearly all actives have a fitted effect of over 65% in size
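HeLa cells stably expressing Vif plus C-terminally eYFP-tagged A3F were seeded, incubated overnight at 37 deg C, dosed with compound, incubated overnight again at 37 deg C. Yellow fluorescence (Ex 488/Em 500-530) reported blocked Vif-mediated A3F-eYFP degradation.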
D1 potentiator – enhances dopamine response at the human D1 receptor; P21728; actives 0.036% (n = 360,000); potentiation, % at 10 µM; HEK293 TREx D1 cells, calcium flux, dopamine EC20 potentiation; in the data active = potentiation above about 30%; also: 0% is about no effect
GRP78 ERSR act – ER stress response induction in glioma; U87-MG GRP78 promoter luciferase reporter, 16 h; Potency, µM, inactives show top-dose activation, actives largely listed as activators; actives 0.02% (n = 420,000); also: potency is read from the fitted curve at half-maximal effect; series mostly up to about 76 µM; % of control where 0% means no effect; nearly all actives have a fitted effect of over 35% in size
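Stably transfected U87-MG human glioma cells carrying a GRP78-based luminescent sensor were seeded at 1000 cells/well, pin-dosed with compounds and incubated 16 h. Luciferase reagent was then added, and end-point luminescence was read after 10 min at room temperature.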
LDHA inh – blocks human lactate dehydrogenase A | P00338 | purified LDHA, NADH/diaphorase-resazurin fluorescence; hits give low values | AID 1347041 | activity change, % (values are at about 110 or 230 µM) | actives 0.15% (n = 480,000); in the data active = activity change below about -30%; inconclusive = mostly about -25% to -30%;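 also: plate controls were DMSO wells for no effect and wells without enzyme for full effect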
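Enzyme activity of human lactate dehydrogenase 5 (2 nM; 0.06 mM NADH, 0.2 mM pyruvate, 5 min, RT) is measured via a resazurin/diaphorase fluorescence readout of residual NADH.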
D1 antag – blocks dopamine activation of the human D1 receptor; activity change, negative = inhibition, % at 10 µM; HEK293 TREx D1 cells, calcium flux, dopamine EC80; hits give low values; AID 504652; actives 3.2% (n = 360,000); in the data active = activity change below about -30%; also: % is scaled to controls: 0 for no effect and ±100 for the full control effect
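Tetracycline-induced HEK293 Trex D1 cells, force-coupled to calcium, dye-loaded; compounds added and read 180 s, then EC80 dopamine added and calcium flux tracked kinetically another 180 s.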
* hit, by the source's call; ? = inconclusive; nt = no result given; & = joins results of further samples. Unless noted, calls follow the shape of the dose curve; as a rule, active = well fitted curve in the direction sought with a large enough effect; inconclusive = small, poorly fitted or top-dose-only effect, or another doubt; inactive = no such curve, though single readings can be large; an effect the other way counts as inactive or inconclusive. Only part of the results is shown; rates above refer to the full screens.

SMILES	Vif-A3G inh	D2 potentiator	RXFP1 agonist	D1 agonist	Vif-A3F inh	D1 potentiator	GRP78 ERSR act	LDHA inh	D1 antag
COc1cccc(C(=O)N2CCOCC2)c1OC	-4%	15	-0.5%	1	8%	2	-4%	-9	1
COc1cc(OC)cc(-c2c(-c3cccs3)c3cc(Br)ccc3n2C)c1	-7%	4	2.4%	-1	2%	-6	-2%	-5	nt
CCOC(=O)/C=C1/SCC(=O)N1Cc1ccc(Br)cc1	-6%	nt	nt	nt	0%	nt	-2%	-6	nt
CN1CCN(C(=O)c2ccc3c(c2)N(Cc2ccccc2F)C(=O)c2ccccc2S3=O)CC1 (centres undefined)	4%	-4	-0.6%	3	-9%	-2	-3%	-1	0
Cc1cccc(-c2nnc(SCC#N)n2-c2cccc(Cl)c2)c1	1%	1	0.2%	1	-12%	17	-3%	0	-7
CC(C)c1ccc(NC(=O)Cn2c(=O)oc3cc(S(=O)(=O)N4CCCC4)ccc32)cc1	-10%	11	-0.1%	4	-6%	-3	-3%	6	-36*
O=C(CCN1CCOCC1)c1ccc(N2CCCCC2)cc1	-17%	-12	-0.3%	0	7%	6	-12%	-6	nt
CCCCS(=O)(=O)NC1=NCN(CC)CN1	1%	-3	1.4%	2	-2%	-5	-1%	-10	-1
CCNc1nc2ccccc2[nH]1	-1%	-8	1.3%	1	-5%	4	-2%	1	-2
O=C(O)CCc1ncc(C(F)(F)F)cc1Cl	-7%	3	0.3%	0	15%	0	0%	-3	-2
CC(C)c1ccc(C=NNc2ccc([N+](=O)[O-])cn2)cc1	0%	nt	nt	nt	?	nt	0%	-8	nt
Cc1cccc(OCC(=O)NC(=S)Nc2ccccc2N2CCOCC2)c1	-1%	5	0.8%	4	4%	16	-7%	-2	45
COc1ccc(-c2nc(N)ncc2-c2csc(C)n2)c(O)c1	-2%	1	-1.1%	0	0%	-3	2%	1	3
CCOC(=O)NC(=O)c1cn(-c2ccc(OC)cc2)c(=O)[nH]c1=O	1%	-7	2.6%	2	1%	2	-2%	-10	7
Cc1cc(C(=O)NN=C(Cc2ccccc2)Cc2ccccc2)c(C)o1	-1%	3	0.2%	9	-20%	-4	-2%	-6	-7

A second format for some results above.
Each structure is followed by: Vif-A3G inh | D2 potentiator | RXFP1 agonist | D1 agonist | Vif-A3F inh | D1 potentiator | GRP78 ERSR act | LDHA inh | D1 antag
- Cc1cccc(OCC(=O)NC(=S)Nc2ccccc2N2CCOCC2)c1
    -1% | 5 | 0.8% | 4 | 4% | 16 | -7% | -2 | 45
- COc1ccc(-c2nc(N)ncc2-c2csc(C)n2)c(O)c1
    -2% | 1 | -1.1% | 0 | 0% | -3 | 2% | 1 | 3

The list continues.
SMILES	Vif-A3G inh	D2 potentiator	RXFP1 agonist	D1 agonist	Vif-A3F inh	D1 potentiator	GRP78 ERSR act	LDHA inh	D1 antag
CCn1c2c(c(=O)n3ncc(C(=O)Nc4ccc(Cl)cc4C)c13)CN(Cc1ccc(OC)cc1)CC2	-2%	nt	0.0%	-1	-10%	-1	-4%	1	6
Cc1cccc(NC(=O)c2cc(=O)[nH]c3ccccc23)c1	0%	14	-2.1%	-3	0%	-6	-2%	-13	-13
O=C1CC(C(F)(F)C(F)(F)C(F)(F)C(F)F)=Nc2ccccc2N1	-5%	-9	1.7%	7	-2%	1	-2%	-9	1
O=C(COC(=O)C1CCC1)NCc1ccc(F)cc1	0%	6	1.2%	0	-2%	-1	-5%	-9	2
COc1cc(CNC(=O)CSCc2nc3cccnc3n2C2CCCCC2)cc(OC)c1OC	4%	16	0.2%	1	-3%	-2	-3%	5	-28
COC(=O)Cn1c2ccc(C)cc2c2nc(C)sc21	3%	-1	0.6%	1	-15%	-7	-2%	22	-10
CCOc1cc(/C=N/NC(=O)C(=O)NC2CC2)cc(Br)c1O	0%	-7	-0.8%	2	2%	3	-2%	6	-5
CSc1nc2ccc(NC(=O)CS(=O)(=O)c3ccccc3)cc2s1	1%	nt	nt	nt	-5%	nt	0%	-5	nt
CN1CCN(c2nc(-c3ccccc3)cc(C(F)(F)F)n2)CC1	-5%	-7	0.0%	0	2%	-7	-8%	2	-3
O=C(CNS(=O)(=O)c1c(Cl)cccc1Cl)OCC(=O)c1ccc[nH]1	3%	-14	-0.7%	1	-4%	-4	-3%	1	-13
COc1ccc(NC(=O)CSC2=Nc3ccccc3C3=NC(CC(=O)NCc4ccc(F)cc4)C(=O)N23)cc1 (centres undefined)	-1%	6	7.0%	2	7%	3	-3%	-3	-19
CC(C)c1ccc(NC(=O)c2snc3ccc(Cl)cc23)cc1	-25%	-4	-2.2%	2	?	4	3%	-2	0
CCn1c(SCC(=O)Nc2ccc(C)cc2)nnc1-c1ccc(O)cc1	-4%	5	-2.6%	0	-1%	0	-2%	-2	-7
Nc1nonc1-n1nnc(C(=O)N/N=C/c2ccc(OCc3ccccc3)cc2)c1CN1CCCCC1	2%	10	-0.5%	3	5%	6	2%	0	26
O=c1c2ccccc2sn1-c1nccs1	-11%	2	7.5%	6	-12%	-7	-9%	-9	-10
Cc1ccc(S(=O)(=O)N2CCN(C(=O)COC(=O)c3ccc([N+](=O)[O-])o3)CC2)c(C)c1	-4%	-5	-1.0%	2	6%	-3	-1%	-10	2
COC(=O)C1NN=C(C(=O)c2ccc(Br)cc2)C1c1cccc(Br)c1 (centres undefined)	-10%	11	2.5%	1	1%	0	-4%	-6	8
O=C(OCc1ccccc1)N1CCC2CC1c1cc(-c3ccc(F)cc3)ccc12 (centres undefined)	1%	nt	nt	nt	4%	nt	-1%	-1	nt
CCOC(=O)c1[nH]c2ccccc2c1NC(=O)c1ccccc1OCC	?	13	1.2%	1	0%	2	-5%	2	-2
Cc1cccc(C(=O)NCC(=O)OCC(=O)N2CCN(S(=O)(=O)c3ccc(C)cc3C)CC2)c1	0%	2	-0.1%	0	3%	-12	-3%	-8	-9
Cc1ncsc1CCSc1n[nH]c(=O)n1-c1ccccc1	-2%	nt	-1.1%	10	-3%	-5	-2%	-11	-18
Cc1ccc(CC(=O)NCc2cccnc2)cc1	nt	4	1.8%	1	nt	2	nt	nt	0
CNC(=O)c1cc(NC(=O)N(CCC#N)CCN(C(=O)NC(Cc2ccccc2)C(=O)NC(CC(C)C)C(=O)NC)c2ccccc2)ccc1OC (centres undefined)	-1%	nt	nt	nt	-16%	nt	-3%	3	nt
COc1ccc(NC(=O)CCc2nc3cccnc3n2-c2ccccc2)c(OC)c1	0%	1	9.0%	0	-1%	-1	0%	-1	-1
CCCCNC(=O)/C=C/c1ccc(S(=O)(=O)Nc2ccc(OC)cc2)cc1	-6%	nt	1.8%	9	-3%	-9	-2%	-2	6
CCS(=O)(=O)c1ccc(O)c(NC(=O)NC2CCCCC2)c1	0%	-5	-13%	21	0%	0	7%	-3	14
Cc1c(S(=O)(=O)Nc2cccc(Cl)c2)c(=O)n(C)c(=O)n1C	0%	1	-0.3%	1	1%	5	-3%	-1	-3
Cn1c(N)c(C(=O)CSc2nnc(-c3c[nH]c4ccccc34)n2C2CC2)c(=O)[nH]c1=O	-5%	8	0.7%	4	-9%	nt	-1%	-20	19
COc1ccccc1COn1c(=O)c(-c2ccco2)[n+]([O-])c2ccccc21	-5%	-5	-0.7%	3	?	-5	-3%	-1	-11
CC[C@@]1(O)C(=O)OCc2c1cc1n(c2=O)Cc2cc3c(N)cccc3nc2-1	7%	8	28%	2	3%	-8	-2%	16	2
O=C(CSc1ncnc2nc[nH]c12)c1ccc([N+](=O)[O-])cc1	-18%	3	17%	3	-3%	-1	-2%	0	-3
CN(C)c1ccc(C(C(=O)NCC2CCCO2)N(Cc2ccccc2)C(=O)c2snc(C(N)=O)c2N)cc1 (centres undefined)	-12%	-7	-2.0%	2	2%	0	4%	-4	6
COc1ccc2c(c1)CCc1c(C(=O)Nc3c(C)nn(Cc4ccccc4Cl)c3C)noc1-2	7%	5	0.1%	18	0%	-2	-3%	-7	-40*
CCn1c(SCC(=O)NC2=NCCS2)nnc1C(C)NC(=O)c1ccccc1F (centres undefined)	0%	-1	0.0%	2	-5%	6	0%	-9	-1
O=C(NCCS(=O)(=O)N1CCN(c2ccccc2F)CC1)c1cc(=O)c2ccccc2o1	1%&5%	17&-3	0.5%&-0.9%	-1&2	5%&1%	-6&-2	-4%&-3%	-2&-7	-22&-14
CCOC(=O)C(C)(C)Sc1nc2c(cnn2-c2ccc(F)cc2)c(=O)[nH]1	2%	-3	-0.9%	-1	5%	-2	8%	-5	-2
Cc1nnc(SCc2ccc(Cl)cc2Cl)[nH]c1=O	1%	nt	0.0%	3	-1%	5	-4%	-9	16
Cc1cccc2nc(Cn3c(=O)n(-c4ccc(Cl)cc4)c(=O)c4c5c(sc43)CCC5)cc(=O)n12	-2%	0	6.4%	1	-7%	1	-1%	-6	-5
CCN(CC)C(=O)CSc1nc2c(sc(=S)n2Cc2ccco2)c(=O)n1-c1ccccc1	0%	-2	2.5%	2	-6%	-6	1%	3	9
Cc1sc2nc(SCC(=O)N3CCCCC3)[nH]c(=O)c2c1C	-4%	10	1.0%	1	nt	7	1%	1&-18	13
O=C(Cc1ccccc1[N+](=O)[O-])NCC1(c2cccc3c2OCO3)OCCO1	2%	nt	nt	nt	10%	nt	-2%	-6	nt
Cc1cc(Br)ccc1SCC(=O)OC/C(O)=C(\C#N)c1nc2ccccc2[nH]1	-6%	nt	9.6%	2	25µM*	4	-1%	-1	29
O=C(Nc1ccc(OC(=O)c2ccncc2)cc1)c1ccncc1	-1%	6	0.6%	5	10%	-2	-4%	-2	-10
O=C(O)c1ccc(CSc2nnc(Cc3ccccc3)o2)cc1	3%	4	0.4%	1	-1%	3	-4%	-12	-1
Cc1cc(C)c(NC(=O)c2ccc3c(c2)C(=O)N(Cc2cccnc2)C3=O)c(C)c1	1%	-9	1.9%	10	0%	5	-6%	-9	-8
COc1cc(/C=N/O)ccc1OCc1ccc(Cl)cc1	nt	0	0.0%	0	nt	-5	nt	nt	1
Cn1ccc(C(=O)Oc2ccc(C(=O)Nc3ccc(F)cc3F)cc2)n1	0%	-3	0.4%	12	12%	-3	0%	-5	-44*
O=C(O)c1cc(NC(=O)c2cccc(C(=O)Nc3cc(C(=O)O)cc(C(=O)O)c3)c2)cc(C(=O)O)c1	-5%	0	3.2%	1	-26%	3	-2%	-10	8

Screening data from PubChem BioAssay.
